Source: PubChem BioAssay
hcDAF12 agonist = activates DAF-12 receptor from parasite H. contortus. activation, % at 6.8 µM. AID 652067. hit rate 1.4% among 370,000. HEK293 hcDAF-12 lit1-tk-luc reporter, luminescence; 0% DMSO, 100% Δ7-dafachronic acid;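 active = activation above the mean of all tested compounds plus 3 SD, cut at about 5.5% in these data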;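 note: 100% = response to 3 µM Δ7-dafachronic acid high control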
PG9 binder = binds the HIV-1 gp120 antibody PG9 | TR-FRET gp120-PG9 antibody binding | inhibition, % at 6.7 µM | hit rate 0.43% among 360,000 | AID 624416; in the data active = inhibition above about 8.5%
NR1D1 modulator = modulates human Rev-erb alpha binding to DNA; P20393; Rev-erbα–FITC-DNA binding, fluorescence polarization, 90 min; activity, % at 10 µM; hit rate 0.79% among 370,000; AID 1259318;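 active = activity above about 14%, limit read from the data; passing the limit was not always enough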;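 note: 0% = DMSO wells with 35 nM protein and 100% = DMSO wells with 750 nM protein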
Target sequence (P20393 whole entry, looked up): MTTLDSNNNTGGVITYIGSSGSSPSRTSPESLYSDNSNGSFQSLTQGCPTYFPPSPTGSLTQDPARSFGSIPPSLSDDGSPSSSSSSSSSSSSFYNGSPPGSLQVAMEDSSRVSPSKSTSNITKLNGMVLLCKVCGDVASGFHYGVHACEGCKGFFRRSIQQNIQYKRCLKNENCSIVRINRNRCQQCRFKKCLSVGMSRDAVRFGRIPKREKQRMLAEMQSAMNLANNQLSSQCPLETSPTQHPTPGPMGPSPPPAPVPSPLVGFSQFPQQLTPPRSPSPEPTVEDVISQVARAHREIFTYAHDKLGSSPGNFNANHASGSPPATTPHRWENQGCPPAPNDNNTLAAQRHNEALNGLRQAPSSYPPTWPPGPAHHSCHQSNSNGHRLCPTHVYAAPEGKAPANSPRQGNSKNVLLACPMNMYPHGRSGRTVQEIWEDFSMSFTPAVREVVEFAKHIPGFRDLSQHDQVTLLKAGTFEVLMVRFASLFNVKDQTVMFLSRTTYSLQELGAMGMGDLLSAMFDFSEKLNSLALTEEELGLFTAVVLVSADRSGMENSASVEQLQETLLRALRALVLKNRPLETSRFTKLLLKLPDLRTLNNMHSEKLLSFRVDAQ
PLC-beta3 inh = PLC-beta3 (human) inhibition, primary screen; hit rate 0.18% among 370,000; inhibition, % at 12.2 µM; AID 720704; Purified PLC-beta3, fluorogenic substrate, fluorescence; in the data active = inhibition above about 11%;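 note: 0% = median of compound wells on plate and 100% = full blocker control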
GAA850 FXN act = increases GAA850 frataxin promoter reporter activity | HEK293 lucGAA850 FXN promoter luciferase reporter, 24 h; percent of 10 µM SAHA response | activation, % at 6 µM | hit rate 0.56% among 360,000;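 active = activation above the average of all compounds screened plus 3 SD, cutoff fixed separately per campaign, cut at about 7.5% in these data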;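 note: 0% = DMSO wells and 100% = 10 µM SAHA wells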
ssDAF12 agonist = activators of S. stercoralis DAF-12 nuclear receptor. hit rate 1% among 370,000. AID 652126. activation, % at 6.8 µM. HEK293 ssDAF-12/GRIP1 lit1-tk-luc reporter, luminescence; % of 3 µM dafachronic acid response;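 active = activation above the mean over all tested compounds plus 3 SD, cut at about 0.9% in these data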;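 note: 0% = DMSO-only wells and 100% = 3 µM delta7-dafachronic acid wells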
sPLA2-III inh = Blocks human group III sPLA2 activity; Q9NZ20; inhibition, % at 12.2 µM; hit rate 0.56% among 370,000; QFRET BODIPY PC-A2 liposome hydrolysis, fluorescence;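 active = inhibition above mean plus 3 SD of compounds lying within the high and low control bounds, cut at about 19% in these data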;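 note: 0% = median of test compound wells and 100% = no enzyme DMSO wells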
SMARCA2 act = activators of SMARCA2 function. MG213 cells, MMTV-luciferase reporter, dexamethasone, overnight. activation, % at 9.1 µM. hit rate 1% among 370,000. AID 652017; in the data active = activation above about 7.8%;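 note: 0% = vehicle wells and 100% = reference activator wells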
DAX1 inh-1 = inhibitors of human orphan nuclear receptor DAX1 (NR0B1) | HEK293 Gal4-DAX1 luciferase reporter, luminescence | inhibition, % at 6.75 µM | hit rate 0.99% among 340,000 | AID 504766;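 active = inhibition above the mean over all tested compounds plus 3 SD, cut at about 4.2% in these data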;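 note: 0% = DAX1-transfected cells with DMSO and 100% = empty-vector control cells with DMSO; inhibition shows as a rise in luminescence from relieved DAX1 repression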
Target sequence (P51843 207-470 limits assumed): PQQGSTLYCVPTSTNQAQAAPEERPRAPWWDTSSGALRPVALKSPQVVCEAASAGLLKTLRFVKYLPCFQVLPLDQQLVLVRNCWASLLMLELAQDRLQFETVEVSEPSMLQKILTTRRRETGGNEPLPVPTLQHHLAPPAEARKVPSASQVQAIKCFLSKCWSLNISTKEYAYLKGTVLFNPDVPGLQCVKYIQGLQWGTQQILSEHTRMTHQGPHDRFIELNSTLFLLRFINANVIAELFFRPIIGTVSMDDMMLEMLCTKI
hgDAF12 agonist = agonists of H. glycines DAF-12 nuclear receptor | activation, % at 6.8 µM | hit rate 1.8% among 370,000 | HEK293 GAL4-hgDAF12 UAS-luciferase reporter, agonist luminescence; normalized to butyrate control;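 active = activation above a cutoff set at the mean of all screened compounds plus 3 SD, cut at about 10% in these data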;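 note: 0% = DMSO wells and 100% = sodium butyrate wells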
DAX1 inh-2 = inhibitors of DAX1 repression of SF-1 activated StAR promoter | HEK293T StAR-luciferase reporter, SF-1/DAX-1 repression relief | inhibition, % at 6.8 µM | hit rate 1.1% among 370,000 | AID 652010;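 active = inhibition above the mean over all tested compounds plus 3 SD, cut at about 3.6% in these data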;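 note: 0% = DAX-1 cells with DMSO and 100% = cells lacking DAX-1 with DMSO; higher inhibition means more luminescence from relief of DAX-1 repression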
An asterisk follows results filed as active; / = not tested or not shown.

SMILES	hcDAF12 agonist	PG9 binder	NR1D1 modulator	PLC-beta3 inh	GAA850 FXN act	ssDAF12 agonist	sPLA2-III inh	SMARCA2 act	DAX1 inh-1	hgDAF12 agonist	DAX1 inh-2
CCOC(=O)[C@]12CCCC=C1N(Cc1ccco1)C(=O)[C@H](CC(=O)NCC13CC4CC(CC(C4)C1)C3)C2	-1.1	-0.7	-1	4	/	-0.9	-15	-3	/	0.5	-1.0
COc1ccc(-c2csc3ncnc(N4CCN(S(=O)(=O)c5ccc(C)cc5)CC4)c23)cc1	-0.1	0.3	8	-9	-3.5	-1.0	7	0	0.4	0.2	0.0
Cc1c(N2C(=O)C(C)SC23C(=O)Nc2ccccc23)c(=O)n(-c2ccccc2)n1C (stereo not drawn)	0.3	-3.7	0	1	2.2	-1.1	-4	0	0.9	1.2	-0.4
Cn1c(N)c(C#N)c(C#N)c1-c1ccccc1	0.2	-1.9	0	-4	2.1	-1.5	-4	0	0.2	1.7	0.6
CSc1ncccc1C(=O)N(C)CC(=O)Nc1cccc(F)c1	-0.8	-1.6	-1	-7	2.5	-1.0	-3	-2	1.3	0.9	0.9
O=C(Nc1ccc(F)cc1)c1cc2cc(Cl)ccc2[nH]1	-2.3	11*	43*	-26	0.1	-0.9	-3	-2	-0.1	0.9	-0.3
O=C1OC[C@@H]2CCCN2C(=O)[C@H](CC(=O)N(CCO)Cc2ccccc2)C/C=C\CC[C@H]1Cc1ccc(F)cc1	-1.5	-0.1	1	-1	-1.9	-1.3	-19	-1	-0.1	-1.9	0.4
CN(C1=NS(=O)(=O)N=C(N(C)c2ccccc2)O1)c1ccccc1	-0.7	0.9	-7	-2	-1.8	-1.1	11	-2	-0.8	-2.1	-2.3
CCCCc1ccc(C2C3=C(CC(C)(C)CC3=O)NC3=C2C(=O)c2ccccc23)cc1 (stereo not drawn)	0.0	-0.7	10	1	-3.2	-0.8	8	-2	0.5	2.0	0.3
CN(C[C@@H](CC1CCCCC1)N(C[C@H](Cc1ccccc1)N(CCc1ccccc1)N=O)N=O)N=O	-0.2	-1.2	7	-3	2.4	-1.6	-3	0	-0.1	1.5	-0.2
O=C(CSc1n[nH]c(=O)[nH]c1=O)NCC1CCCCC1	-0.9	0.5	0	-3	2.8	-0.2	0	1	3.1	-1.6	0.3
COc1cccc(NC(=O)CCc2c(C)nn(-c3ccc(N4CCOCC4)nn3)c2C)c1	-1.3	-2.4	3	-11	-1.1	-1.1	0	11*	0.7	1.8	0.0
Clc1ccccc1C1CC(c2ccccc2)=Nc2ccccc2N1 (stereo not drawn)	1.6	0.0	4	-14	4.8	-0.6	5	1	4.8*	7.8	1.1
COc1ccc(-n2c(CN3CCN(c4ccc(F)cc4)CC3)nc3ccc([N+](=O)[O-])cc3c2=O)c(OC)c1	3.9	-2.8	-2	-4	0.2	-1.0	1	4	0.0	2.1	-0.1
Cc1ccc(C)n1-c1ncc(Br)cn1	-0.8	0.5	-3	-32	-0.4	-1.2	8	0	0.6	-0.2	-0.4
Cc1nnc(NC(=O)c2ccco2)s1	-1.0	-0.6	5	3	2.0	-1.2	1	6	0.5	0.0	0.7
CCn1c(N)c(C(=O)NC2CCCCC2)sc1=S	-1.1	-2.4	10	3	3.3	-1.4	8	-2	-0.9	-1.3	-0.1
Cc1nc([N+](=O)[O-])cn1CC(O)c1ccc(-c2ccccc2)cc1 (stereo not drawn)	-2.4	-1.2	1	3	-2.0	-1.5	-1	-3	/	-2.7	-0.2
Cc1ccccc1NC(=O)CCCSc1nc2ccccc2s1	2.2	1.2	6	-5	-4.4	0.0	-32	2	0.5	0.4	0.0
O=C(N/N=C/c1ccc[nH]1)c1c[nH]c2ccccc12	0.2	-1.3	1	-11	1.6	-0.3	5	1	0.9	-0.7	1.5

Continued; it opens with the three that closed the last part.
SMILES	hcDAF12 agonist	PG9 binder	NR1D1 modulator	PLC-beta3 inh	GAA850 FXN act	ssDAF12 agonist	sPLA2-III inh	SMARCA2 act	DAX1 inh-1	hgDAF12 agonist	DAX1 inh-2
Cc1nc([N+](=O)[O-])cn1CC(O)c1ccc(-c2ccccc2)cc1 (stereo not drawn)	-2.4	-1.2	1	3	-2.0	-1.5	-1	-3	/	-2.7	-0.2
Cc1ccccc1NC(=O)CCCSc1nc2ccccc2s1	2.2	1.2	6	-5	-4.4	0.0	-32	2	0.5	0.4	0.0
O=C(N/N=C/c1ccc[nH]1)c1c[nH]c2ccccc12	0.2	-1.3	1	-11	1.6	-0.3	5	1	0.9	-0.7	1.5
CCCC(C)C(=O)Nc1ccc(NC(C)=O)cc1 (stereo not drawn)	0.1	-1.8	-3	-1	-1.5	-1.3	0	0	1.5	0.6	0.7
CCCCCCCCCC(=O)OCC(O)CO (stereo not drawn)	0.0	0.4	-1	5	0.4	-1.1	4	-4	-0.4	-0.1	0.4
COc1cccc2cc(C(=O)N(Cc3ccccc3)CC3CCCO3)c(=O)oc12 (stereo not drawn)	-1.0	0.1	-4	-44	-1.3	-0.8	-3	-1	0.4	1.1	-0.8
CN(C)CCN(Cc1ccccc1)C(=O)c1[nH]c(C(F)(F)F)nc1-c1ccccc1	-1.1	-1.9	-7	-2	/	-1.7	-2	-2	/	-1.9	0.4
CN(C)Cc1cc(C(F)(F)F)ccc1C(O)(c1ccccc1)c1ccccc1	-0.6	0.2	-4	-1	-3.4	-0.8	3	0	0.5	0.0	-1.7
CCOc1cc2c(cc1OCC)CN(CC(=O)Nc1ccccc1C(=O)NC1CC1)CC2	0.1	2.3	1	-55	1.2	-1.9	14	-3	1.7	-1.2	-0.5
CCC1([N+](=O)[O-])COC(c2ccc(C)cc2)OC1 (stereo not drawn)	-0.2	1.9	-1	0	-0.3	-0.8	1	2	0.2	1.8	0.5
CCOC(=O)COc1ccccc1/C=N\NC(=O)c1cc2c(ccc3ccccc32)o1	-0.2	-0.3	2	-40	-0.6	-0.6	0	-5	-1.2	1.5	-0.4
O=C(NCc1ccc(Cl)cc1)c1ccc(CSc2nc3ccncc3[nH]2)cc1	-1.8	-1.3	2	-4	-1.7	-1.2	-29	-5	-2.3	-0.3	-0.6
COC(=O)[C@@]12CCCCC3=C1N(CCC3)C(=O)[C@H]2CC(=O)N1CCN(C(=O)c2ccco2)CC1	0.2	/	2	1	/	-1.2	7	1	/	0.5	0.3
Cc1ccc(F)cc1C(=O)N1CCCCC1c1cc(C(=O)NCc2ccccc2)no1 (stereo not drawn)	2.0	0.4	1	-8	-1.1	-1.7	-5	-4	/	2.0	-1.2
COc1ccc(C(=O)C[n+]2ccccc2C)cc1	-1.4	-1.4	-3	0	0.7	-0.7	4	0	-0.8	1.1	0.2
C=CCSc1nnc(CNC(=O)c2ccc(Cl)cc2)n1CC	-0.2	-0.3	4	-1	-0.3	-1.2	0	4	-0.2	-1.5	-0.2
COC(=O)Cc1ccc(NC(=S)N2CCN(c3ccc(OC)cc3)CC2)cc1	-2.3	-2.7	4	2	0.8	-0.6	3	-3	0.0	-1.6	-0.6
COc1cc(Cl)c(C)cc1NC(=O)CCCN1C(=O)CCC1=O	1.3	-1.2	8	-2	1.2	-1.5	-2	0	-0.3	0.7	-0.6
CC(C)c1ccc(NC(=O)COc2ccccn2)cc1	1.6	-1.7	-2	-2	4.9	-0.1	-2	6	3.1	10	2.9
CC(C)NCC1CCc2cc(CO)c([N+](=O)[O-])cc2N1 (stereo not drawn)	-0.9	-0.1	0	2	0.3	-0.5	-2	-2	-0.6	4.8	1.2
O=c1[nH]nc(SCc2nnc(-c3cccc(Cl)c3)o2)n1C1CCCCC1	0.2	-0.6	-4	-3	0.2	-1.5	-4	-5	0.7	-3.7	-0.3
Oc1ccccc1/C=N/Nc1nccnc1Cl	1.0	0.0	-3	-13	-9.9	-0.7	24*	1	-2.6	4.5	-2.2
O=C(NC1CCCC1)C(C1CC1)n1c(-c2ccncc2)nc2ccccc21 (stereo not drawn)	-1.6	-0.7	-7	-2	/	-0.2	-4	-3	/	3.1	-0.6

Reprinted at random: two compounds from above, in no set order.
SMILES	hcDAF12 agonist	PG9 binder	NR1D1 modulator	PLC-beta3 inh	GAA850 FXN act	ssDAF12 agonist	sPLA2-III inh	SMARCA2 act	DAX1 inh-1	hgDAF12 agonist	DAX1 inh-2
CC(C)c1ccc(NC(=O)COc2ccccn2)cc1	1.6	-1.7	-2	-2	4.9	-0.1	-2	6	3.1	10	2.9
CCOC(=O)COc1ccccc1/C=N\NC(=O)c1cc2c(ccc3ccccc32)o1	-0.2	-0.3	2	-40	-0.6	-0.6	0	-5	-1.2	1.5	-0.4

More records follow.
SMILES	hcDAF12 agonist	PG9 binder	NR1D1 modulator	PLC-beta3 inh	GAA850 FXN act	ssDAF12 agonist	sPLA2-III inh	SMARCA2 act	DAX1 inh-1	hgDAF12 agonist	DAX1 inh-2
CCCNC(=S)N1CCC(NC(=O)C2CCCCC2)CC1	-0.1	-0.9	0	3	-0.9	-0.2	15	-5	-0.6	-1.5	-0.5
c1ccc2c(c1)CCCN2Cc1nnnn1CC1CCCO1 (stereo not drawn)	4.9	-1.3	2	-58	-0.1	-0.2	-4	-2	-1.8	3.1	0.4
CC(C)Oc1ccc(C2CC(=O)N(c3cccc(C(=O)O)c3)C2=O)cc1 (stereo not drawn)	0.2	0.1	0	3	2.4	-0.5	-4	9.8*	0.0	3.5	1.9
COc1ccc(-c2csc(NNC3=NCCCCC3)n2)cc1	-0.2	-2.0	1	-4	/	-0.4	-2	2	/	6.2	1.4
Cc1ccc(-c2csc(NC(=O)CCNC(=O)c3ccco3)n2)cc1	-1.8	-0.8	4	-5	3.1	-2.0	-5	-2	-1.4	6.3	0.5
COc1ccc(S(=O)(=O)Nc2ccc(N3CCOCC3)nc2)cc1	-0.7	-0.7	0	-7	-0.6	-1.6	1	-2	-0.1	-1.2	-0.2
